# Bioassay records (PubChem BioAssay)
# LMP1 NFkB inh: EBV LMP1-driven NF-kappaB luciferase reporter inhibitors, primary screen, cell-based, luminescence, single point; LMP1-induced NF-kappaB luciferase reporter cells; inhibition, % at 12.5 µM; actives 0.69% (n = 350,000); AID 504558, 2011; in the data active means inhibition above about 41%; inconclusive means no clear call, values can overlap the other calls;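 further: 0% = neutral control wells and 100% = reference inhibitor control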
# NCOA2 inhibitor: inhibition of GAL4-SRC2 driven luciferase reporter, primary screen, SRC2 inhibitor project, cell-based, luminescence. Nuclear receptor coactivator 2 (Homo sapiens), Q15596. HEK293 GAL4-SRC2 luciferase reporter. inhibition, % at 9 µM. actives 0.17% (n = 370,000). AID 651957, 2012;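 active means inhibition above the mean inhibition of all tested compounds plus 3 SD, set per campaign, cut at about 52% in these data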;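 further: 0% = DMSO treated cells and 100% = cells given Gossypol at 36 µM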
# Target sequence (Q15596 whole entry, looked up, the tested form may be a part): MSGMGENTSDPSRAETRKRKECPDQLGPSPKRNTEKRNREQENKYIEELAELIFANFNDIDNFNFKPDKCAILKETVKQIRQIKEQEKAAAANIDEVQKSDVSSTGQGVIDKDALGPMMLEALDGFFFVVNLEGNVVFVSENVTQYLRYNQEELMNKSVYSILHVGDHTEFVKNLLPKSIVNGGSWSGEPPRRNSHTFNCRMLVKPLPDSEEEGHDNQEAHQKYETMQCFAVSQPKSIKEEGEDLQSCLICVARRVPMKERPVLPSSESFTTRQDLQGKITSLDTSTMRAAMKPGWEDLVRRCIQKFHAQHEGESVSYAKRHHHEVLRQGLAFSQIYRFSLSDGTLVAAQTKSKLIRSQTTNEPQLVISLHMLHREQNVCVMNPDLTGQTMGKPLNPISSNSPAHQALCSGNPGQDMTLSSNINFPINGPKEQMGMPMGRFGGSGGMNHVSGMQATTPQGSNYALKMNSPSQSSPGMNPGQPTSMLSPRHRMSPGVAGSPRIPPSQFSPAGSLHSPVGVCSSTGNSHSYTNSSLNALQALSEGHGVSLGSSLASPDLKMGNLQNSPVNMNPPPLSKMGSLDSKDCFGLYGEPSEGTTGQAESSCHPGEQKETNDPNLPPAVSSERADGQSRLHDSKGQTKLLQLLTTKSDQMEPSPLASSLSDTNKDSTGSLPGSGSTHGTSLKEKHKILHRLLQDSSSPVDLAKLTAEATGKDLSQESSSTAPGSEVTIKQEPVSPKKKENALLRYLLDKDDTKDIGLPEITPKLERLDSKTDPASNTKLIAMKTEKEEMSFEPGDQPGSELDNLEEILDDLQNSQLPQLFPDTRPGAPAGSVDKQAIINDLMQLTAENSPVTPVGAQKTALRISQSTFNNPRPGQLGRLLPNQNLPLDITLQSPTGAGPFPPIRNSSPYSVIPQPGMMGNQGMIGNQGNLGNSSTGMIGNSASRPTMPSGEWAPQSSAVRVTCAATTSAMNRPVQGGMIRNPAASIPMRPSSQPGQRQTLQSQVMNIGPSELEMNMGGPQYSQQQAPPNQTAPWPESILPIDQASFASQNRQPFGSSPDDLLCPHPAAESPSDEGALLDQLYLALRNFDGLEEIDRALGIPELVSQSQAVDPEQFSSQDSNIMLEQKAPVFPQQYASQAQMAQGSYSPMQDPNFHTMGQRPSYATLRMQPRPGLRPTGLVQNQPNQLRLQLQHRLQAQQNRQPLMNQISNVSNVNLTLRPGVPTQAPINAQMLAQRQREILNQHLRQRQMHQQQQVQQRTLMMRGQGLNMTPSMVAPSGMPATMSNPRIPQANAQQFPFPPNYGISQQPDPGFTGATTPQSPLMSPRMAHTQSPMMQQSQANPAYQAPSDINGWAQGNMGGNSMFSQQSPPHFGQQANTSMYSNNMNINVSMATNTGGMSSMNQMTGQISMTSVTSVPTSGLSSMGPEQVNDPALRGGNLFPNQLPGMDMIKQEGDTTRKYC
# KKLEB tox: cytotoxicity in KKLEB CF airway cells, primary screen, cytotoxicity control for CF NF-kB inhibitor project, cell-based, uHTS, fluorescence assay plates; activity change (cytotoxicity), % at 5 µM; KKLEB CF airway cells viability, ATPlite luminescence, overnight; hits give low values; cells stimulated with P. aeruginosa culture filtrate; AID 602141, 2011; actives 0.36% (n = 360,000);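 active means corrected activity change at or below -50% at 5 µM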
# C8 TRAIL sens: viability loss with TRAIL in NB7+C8 cells, primary screen, TRAIL sensitizer project, cell-based, ATPlite luminescence; inhibition (viability loss, TRAIL sensitization), % at 10 µM; AID 624354, 2012; actives 1% (n = 360,000);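 active means compounds causing at least 50% loss of cell viability in the single-dose screen, relative to plate controls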
# TWEAK-Fn14 inh: inhibitors of TWEAK-Fn14 signaling, primary screen, luciferase reporter cells, uHTS; inhibition, % at 10 µM; TWEAK-stimulated Fn14 reporter cells, luciferase luminescence, 8 h; actives 2% (n = 360,000); in the data active means inhibition above about 50%
# NR2F2 inh: NR2F2 transcriptional activity inhibitors, primary screen, cell-based, luciferase reporter, HEK293T, luminescence; actives 0.7% (n = 370,000); HEK293T NGFI-A luciferase reporter; COUP transcription factor 2 (Homo sapiens), P24468; inhibition, % at 8.6 µM;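 active means inhibition above a per-plate cutoff, mean inhibition of test wells between control levels plus 3 SD, cut at about 38% in these data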;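 further: cells cotransfected with COUP-TFII expression vector driving the NGFI-A reporter; 0% = median of COUP-TF2 test wells and 100% = reporter-only cells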
# NCOA1 inh: SRC1 coactivator transcriptional activity inhibitors, primary screen, cell-based, luminescence. Nuclear receptor coactivator 1 (Homo sapiens), Q15788. HEK293 GAL4-SRC1 luciferase reporter. inhibition, % at 3.6 µM. actives 0.12% (n = 360,000). AID 588354, 2011;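 active means inhibition above the campaign mean plus 3 SD, with each screening campaign given its own cutoff, cut at about 60% in these data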;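 further: 0% = DMSO treated cells and 100% = gossypol at 36 µM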
# TROY signal inh: inhibitors of TROY-driven NF-kB signaling, primary screen, Q293 LMP1-TROYcd cells, NF-kB luciferase, uHTS; Q293 LMP1-TROYcd NF-kB luciferase reporter, 4 h; actives 0.98% (n = 360,000); inhibition, % at 10 µM;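 active means compounds whose plate-normalised and pattern-corrected inhibition of the luciferase reporter signal at the single screening dose is 50% or more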
# CF NFkB inh: inhibitors of PAF-induced NF-kB signaling, primary screen, cell-based, GFP fluorescence, uHTS | KKLEB NF-kB-GFP reporter, GFP fluorescence overnight | actives 0.86% (n = 360,000) | inhibition, % at 5 µM | AID 588850, 2011;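 active means at least 50% inhibition at 5 µM, scaled per plate between neutral and stimulator controls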;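 further: PAF is a Pseudomonas aeruginosa culture filtrate used as stimulus; plate controls were PAF-stimulated DMSO wells for no effect and unstimulated DMSO wells for full effect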
# NR5A2 inv ag: LRH-1 (NR5A2) inverse agonists, primary screen, cell-based, luminescence, HEK293T, StAR-luciferase reporter; actives 0.13% (n = 360,000); inhibition, % at 3.6 µM; LRH-1 transfected, 24 h; Nuclear receptor subfamily 5 group A member 2 (Homo sapiens), O00482;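 active means inhibition above the mean inhibition of all tested compounds plus 3 SD, cut at about 73% in these data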;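 further: 0% = DMSO wells and 100% = reporter-only cells lacking LRH-1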
# SRC3 inh: SRC3 coactivator transcriptional activity inhibitors, primary screen, cell-based, luminescence. Nuclear receptor coactivator 3 (Homo sapiens), Q9Y6Q9. HEK293 GAL4-SRC3 luciferase reporter. inhibition, % at 3.6 µM. actives 0.17% (n = 360,000);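 active means inhibition above a per-campaign cutoff, the mean of all compounds plus 3 SD, cut at about 60% in these data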;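 further: 0% = DMSO-treated cells and 100% = gossypol-treated cells at 36 µM; higher means less SRC3-driven luciferase light from the GAL4 reporter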
# Active calls of the source: *; ? = inconclusive; · = not tested or not shown.
Compound | LMP1 NFkB inh | NCOA2 inhibitor | KKLEB tox | C8 TRAIL sens | TWEAK-Fn14 inh | NR2F2 inh | NCOA1 inh | TROY signal inh | CF NFkB inh | NR5A2 inv ag | SRC3 inh
CCOC(=O)C1CCN(C(=S)Nc2ccc(C)cc2)CC1 | 4.0 | -42.3 | 4.5 | -1.2 | -1.6 | 5.8 | 3.9 | -9.3 | -2.4 | -2.6 | -1.1
CCCC(=Nc1ccccc1)C1=C(O)C(C(=O)OC)C(C)(C)CC1=O (centres undefined) | 1.8 | -8.7 | 7.6 | -3.0 | 15.4 | 16.6 | 11.9 | -7.5 | -1.9 | 20.9 | 6.8
COc1ccc(C(=O)NC(=S)N2CCNC(=O)C2CC(=O)OC(C)C)cc1 (centres undefined) | -1.9 | -10.5 | -5.8 | -13.7 | -4.4 | -14.1 | -3.5 | -12.1 | 18.0 | -1.5 | 0.0
O=C(NC1CCS(=O)(=O)C1)c1cccc(S(=O)(=O)N2CCCCCC2)c1 (centres undefined) | 2.5 | 8.5 | -4.9 | -3.1 | 1.5 | -0.2 | -28.3 | 2.2 | -6.1 | -3.1 | -1.1
COc1ccc(NS(=O)(=O)c2cc(NC(=O)CC3CCCC3)ccc2N2CCOCC2)cc1 | 5.0 | 1.7 | -18.4 | 7.4 | 17.4 | 20.4 | 12.6 | 7.4 | 23.1 | 6.4 | 11.0
Cc1cccc(C)c1N1C(=O)C2ON(c3ccccc3)C(c3ccncc3)C2C1=O (centres undefined) | -0.5 | -1.6 | -7.3 | -19.8 | 17.9 | 14.0 | 18.3 | -15.2 | -3.0 | 7.1 | 9.8
COc1cccc(CC(=O)N[C@@H](CCSC)c2nc3ccccc3[nH]2)c1 | 0.7 | -18.5 | -2.5 | -7.7 | 2.6 | 4.3 | 5.1 | -4.7 | -14.8 | -4.1 | 9.6
COc1ccc(OC)c(C(O)c2coc3ccc(O)c(CN(C)C)c23)c1 (centres undefined) | -18.7 | -5.6 | -11.3 | 9.2 | 12.9 | -7.1 | 0.7 | -9.8 | -4.3 | -3.4 | -8.8
CC(=O)N1CCN(CC(=O)Nc2cc(S(=O)(=O)N3CCOCC3)ccc2C)CC1 | 3.3 | 12.6 | 5.2 | -3.8 | 3.4 | -11.3 | -2.1 | -5.6 | -0.1 | 6.4 | 12.6
CCN(CC)S(=O)(=O)c1ccc(N2CCN(C)CC2)c(NC(=O)CSCC(=O)Nc2cccc(C)c2)c1 | 3.1 | -2.9 | -2.1 | -10.8 | -10.8 | 10.8 | 2.3 | -13.4 | 20.9 | 1.7 | -18.9
C[C@H](CO)N1C[C@H](C)[C@@H](CN(C)C(=O)NC2CCCCC2)Oc2ccc(NC(=O)Nc3ccccc3)cc2C1=O | -1.4 | -5.3 | -0.3 | -10.9 | 15.7 | -22.8 | 3.1 | -5.0 | 34.8 | 10.7 | 12.2
NS(=O)(=O)c1ccc(NC(=S)NC(=O)c2ccc3c(c2)OCO3)cc1 | -9.3 | -32.0 | 1.5 | 4.9 | 6.8 | -5.7 | -61.8 | -14.4 | 14.7 | -11.3 | -20.2
COc1ccc(-c2c(C)nn(Cc3ccccc3)c2N)cc1 | -7.4 | 11.6 | -10.5 | -1.1 | -2.0 | 4.1 | 4.5 | -3.5 | 10.4 | -7.8 | 6.8
Cc1cccc(NC(=O)N2CCC(n3nnc4cc(C)ccc43)CC2)c1 | 3.4 | 12.9 | -2.6 | 3.0 | -16.9 | 13.3 | -21.2 | 10.6 | -6.5 | -7.3 | 11.7
O=C(C1CC1)N1CCN=C1SCc1ccccc1Cl | -2.9 | -9.3 | -6.9 | 13.9 | -5.4 | -3.2 | 7.1 | -26.2 | 14.0 | -5.1 | 10.2
CCOc1cc2[nH]c(=O)n(Cc3ccc(C(=O)NCCCN4CCCC4=O)cc3)c(=O)c2cc1OCC | 0.8 | -7.6 | 7.8 | 10.1 | 6.2 | 0.3 | -1.3 | -3.2 | -0.7 | 5.0 | 8.4
COc1ccccc1C(=O)NCC(c1cccnc1)N(C)C (centres undefined) | -7.4 | -26.4 | 4.2 | 2.0 | 3.3 | -5.4 | -11.4 | -2.5 | 3.2 | -16.4 | 2.7
O=c1c2cc([N+](=O)[O-])ccc2nc(CN2CCN(c3ccccn3)CC2)n1-c1ccccc1F | -4.1 | 1.8 | -2.9 | -1.3 | 17.8 | -5.8 | -2.8 | 31.5 | -4.4 | 25.0 | 2.9
Cc1cc(C)c(NC(=O)c2ccccc2C(=O)c2ccccc2)c(C)c1 | 2.5 | -0.7 | 5.8 | -6.0 | 1.0 | 22.7 | 1.9 | 4.7 | 1.5 | 12.2 | 9.0
O=C1NCCNC1c1ccccc1 (centres undefined) | 5.2 | -0.8 | -12.3 | 4.2 | 6.6 | -4.1 | -14.3 | 5.1 | -13.4 | -21.9 | -10.2
COc1ccc(C(c2nnnn2-c2ccc3c(c2)OCCO3)N2CCN(C/C=C/c3ccccc3)CC2)cc1 (centres undefined) | · | -5.9 | 7.8 | 3.6 | 35.9 | 18.8 | 9.6 | 12.1 | -6.9 | 16.0 | 8.1
O=C(/C=C\Nc1ccccc1Br)c1ccc2c(c1)OCO2 | 12.8 | 6.4 | -75.1* | 91.2* | 61.3* | -18.9 | -102.7 | 46.7 | -7.1 | -109.0 | -27.8
Cc1ccccc1-n1c(C)nnc1SC(C)C(=O)NCC1CCCO1 (centres undefined) | -1.8 | -11.9 | -5.4 | -2.7 | 12.3 | -2.1 | 8.9 | 4.9 | 18.0 | -8.0 | 0.8
COc1cc(CN2CCCC(C(=O)Nc3ccccc3Oc3cccnc3)C2)ccc1F (centres undefined) | 3.9 | -13.1 | -5.7 | 14.3 | 1.3 | 3.5 | -38.2 | 2.4 | -10.3 | 20.9 | 7.8
Cc1nc(SCC(=O)NCC2CCCO2)c2cc(-c3ccccc3)sc2n1 (centres undefined) | -4.0 | -41.1 | -3.2 | 25.8 | -34.0 | -44.8 | -87.8 | -9.9 | -6.6 | -65.2 | -162.5
CCOc1ccccc1-c1cc(C(=O)N/N=C/c2ccc(O)c(OC)c2)c2ccccc2n1 | 9.2 | -16.4 | 17.4 | 38.4 | -8.1 | -67.5 | -41.2 | 8.2 | -29.8 | 34.7 | -30.6
Cc1cccc(CN2CCC(C(=O)Nc3cccc(-c4cscn4)c3)CC2)n1 | 3.1 | 15.8 | -1.6 | -11.3 | 7.5 | 7.1 | 6.0 | -8.8 | 2.4 | -7.4 | 1.0
COc1cc(/C=C2\SC(=S)N(CCC(=O)Nc3ccc(O)cc3)C2=O)cc(OC)c1OC | 9.1 | -21.5 | -31.7 | 23.5 | 11.2 | -8.2 | -17.8 | 23.1 | 25.5 | 6.4 | -6.2
Cn1c(SCC(=O)N2c3ccccc3CCc3ccccc32)nnc1-c1cc2ccccc2cc1O | 0.7 | -19.4 | 9.8 | 2.1 | 6.3 | -5.7 | 10.4 | 22.2 | 22.1 | 20.9 | 7.0
CN(C)S(=O)(=O)c1ccc(NC(=O)CN2CCCC2c2ccc3c(c2)OCCCO3)cc1 (centres undefined) | 2.9 | -17.4 | -1.5 | -5.0 | -16.7 | 4.6 | -9.9 | 4.7 | -18.5 | 15.0 | -26.0
C=CCNC(=O)CN(c1ccc(F)c(Cl)c1)S(C)(=O)=O | 2.3 | · | 0.4 | -10.3 | 13.2 | · | 14.2 | -2.1 | -3.2 | 6.2 | -3.4
CC(C)NC(=O)c1onc(CSc2cccc(F)c2)c1C(=O)O | 3.2 | -30.4 | 6.0 | 0.2 | 5.6 | 7.1 | -2.8 | -3.3 | -23.3 | -8.5 | -4.5
CCCN1C2CCCC1CC(NC(=O)c1cc(OC)cc(OC)c1)C2 (centres undefined) | -13.2 | -4.3 | 5.6 | -12.5 | 9.2 | -16.8 | 0.1 | -4.0 | 4.4 | -4.9 | 4.1
O=C(NC(NC(=O)c1ccccc1)c1ccccc1)c1ccccc1 | -2.0 | -26.6 | -5.6 | -21.9 | 8.3 | 0.7 | 6.6 | -7.3 | 13.2 | -15.4 | 17.6
CCc1c(C)[nH]n(-c2nc(-c3cccc([N+](=O)[O-])c3)cs2)c1=O | -7.0 | -5.5 | 18.3 | -4.3 | -18.9 | 9.2 | -10.8 | -24.7 | 4.3 | -0.2 | -2.1
Cc1c(S(=O)(=O)N2CCN(c3ccc(F)cc3)CC2)c(=O)n(C)c(=O)n1C | 4.9 | -13.5 | -8.8 | -8.0 | -9.3 | -16.3 | -4.3 | 4.1 | -22.1 | 2.0 | 13.5
C/C(=N\N1CCN(Cc2ccccc2Cl)CC1)c1ccc(F)cc1 | -4.6 | -14.7 | 5.5 | 1.8 | -25.8 | -8.2 | -4.1 | 7.1 | 2.0 | 10.0 | 2.9
O=C(NCC(=O)N(c1ccccc1)C(C(=O)NCC1CCCO1)c1ccccc1)c1cccs1 (centres undefined) | 0.7 | -64.4 | -23.8 | -9.3 | 17.7 | -11.8 | -15.6 | -5.0 | -6.3 | 2.2 | 1.6
CCN(CC)CCN1C(=O)C(=O)/C(=C(/O)c2cnn(-c3ccccc3)c2C)C1c1ccc(C)o1 (centres undefined) | -17.9 | -22.7 | 10.9 | -0.5 | 0.1 | -16.6 | -37.7 | -0.4 | 13.7 | -10.0 | -35.2
Cc1nnc(NC(=O)c2ccc(S(=O)(=O)N3CC(C)OC(C)C3)cc2)o1 (centres undefined) | 0.0 | 2.0 | -9.0 | -0.2 | -3.5 | 13.7 | -13.9 | 9.9 | 17.1 | -16.3 | 9.3
O=S1(=O)C=C(SCCN2CCCC2)c2ccccc21 | -8.5 | 2.6 | -4.6 | -0.6 | -24.0 | 1.5 | -1.0 | -4.8 | 6.2 | -1.6 | 10.6
N#Cc1ccc(/C=C2\CCCCn3c2nc2cc(C(=O)O)ccc2c3=O)cc1 | -0.1 | -5.7 | 2.9 | -16.2 | 11.8 | 1.8 | -6.1 | 14.7 | -13.6 | 6.0 | -0.5
COc1cnc(-c2ccccn2)nc1Sc1ccccc1Cl | ? | 9.1 | -1.1 | 10.7 | 2.0 | 22.8 | 4.1 | 2.9 | -1.8 | 1.9 | 6.0
C/C(=N\Nc1nccnc1Cl)c1ccc(O)c(C)c1 | 4.7 | -32.2 | -18.4 | 22.4 | -6.2 | -35.6 | -91.5 | -51.1 | 12.1 | -119.8 | -105.3
Cc1cc(NC(=O)C(C)SCC(=O)NCc2ccc(F)cc2)no1 (centres undefined) | 2.9 | -9.8 | 4.8 | 0.7 | -3.9 | 6.2 | -1.4 | 5.5 | -1.1 | 10.8 | 11.1
COc1ccc2oc(=O)c(C(=O)Nc3ccccc3O)cc2c1 | 0.7 | -35.9 | -8.6 | 24.7 | 42.7 | -39.7 | -124.2 | -13.5 | -29.1 | -155.3 | -67.9
